UBC13 inh: inhibitors of human UBC13 polyubiquitin chain formation; P61088; TR-FRET; inhibition, % at 20 µM; actives 0.47% (n = 330,000); AID 485273; in the data active = inhibition above about 45%, passing the limit was not always enough
Target sequence (P61088 whole entry, looked up): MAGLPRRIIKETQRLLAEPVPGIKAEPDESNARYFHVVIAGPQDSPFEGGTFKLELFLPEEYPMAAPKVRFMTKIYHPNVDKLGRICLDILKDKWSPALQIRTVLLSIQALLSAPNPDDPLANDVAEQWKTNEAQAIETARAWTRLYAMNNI
CXCR6 inh: inhibitors of human CXCR6 receptor; actives 0.36% (n = 360,000); inhibition, % at 20 µM; CHO-K1 PathHunter CXCR6 beta-arrestin, luminescence; O00574; in the data active = inhibition above about 34%, passing the limit was not always enough;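 note: antagonist mode with CXCL16 agonist at 10 nM final; 0% = 10 nM CXCL16 with DMSO and 100% = unstimulated wells without agonist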
Target sequence (O00574 whole entry, looked up): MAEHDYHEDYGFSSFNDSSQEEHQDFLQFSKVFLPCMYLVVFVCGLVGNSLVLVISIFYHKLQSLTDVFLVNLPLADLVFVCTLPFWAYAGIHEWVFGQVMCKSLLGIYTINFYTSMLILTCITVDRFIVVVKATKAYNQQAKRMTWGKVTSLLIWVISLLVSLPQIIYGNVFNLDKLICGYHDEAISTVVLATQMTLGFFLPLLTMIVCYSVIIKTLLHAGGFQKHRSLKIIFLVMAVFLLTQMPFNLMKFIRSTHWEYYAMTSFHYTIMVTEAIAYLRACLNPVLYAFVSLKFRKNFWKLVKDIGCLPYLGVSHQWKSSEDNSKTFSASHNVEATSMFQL
697 NFkB inh: lowers PMA/ionomycin-induced NF-kB signal in 697 B cells | inhibition, % at 4 µM | AID 435022 | actives 0.33% (n = 330,000) | 697 B-cell NF-kB luciferase reporter, 16 h; in the data active = inhibition above about 35%
APJ antag: antagonists of human APJ apelin receptor; AID 2521; actives 0.32% (n = 330,000); inhibition, % at 20 µM; CHO-K1 APJ beta-arrestin complementation, luminescence;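 active = inhibition above about 40% at 20 µM, limit read from the data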;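 note: cells challenged with 10 nM apelin-13 agonist together with compound; plate controls were apelin-13 plus DMSO wells for no effect and DMSO wells lacking apelin-13 for full effect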
Jurkat NFkB inh: inhibitors of the PMA/ionomycin-induced NF-kB reporter in Jurkat cells; actives 0.53% (n = 330,000); inhibition, % at 4 µM; PMA/ionomycin-induced NF-kB luciferase reporter, luminescence; in the data active = inhibition above about 50%
EBI2 antag: EBI2 (human) antagonism. inhibition, % at 5 µM. AID 651636. EBI2 beta-arrestin recruitment, luminescence, 7a,25-OHC stimulated. P32249. actives 0.81% (n = 360,000); in the data active = inhibition above about 38%;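 note: enzyme fragment complementation signal reports receptor beta-arrestin coupling in cells; 0% = agonist plus DMSO wells and 100% = wells without agonist; some results beyond the cut were filed as inactive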
Target sequence (P32249 whole entry, looked up, the tested form may be a part): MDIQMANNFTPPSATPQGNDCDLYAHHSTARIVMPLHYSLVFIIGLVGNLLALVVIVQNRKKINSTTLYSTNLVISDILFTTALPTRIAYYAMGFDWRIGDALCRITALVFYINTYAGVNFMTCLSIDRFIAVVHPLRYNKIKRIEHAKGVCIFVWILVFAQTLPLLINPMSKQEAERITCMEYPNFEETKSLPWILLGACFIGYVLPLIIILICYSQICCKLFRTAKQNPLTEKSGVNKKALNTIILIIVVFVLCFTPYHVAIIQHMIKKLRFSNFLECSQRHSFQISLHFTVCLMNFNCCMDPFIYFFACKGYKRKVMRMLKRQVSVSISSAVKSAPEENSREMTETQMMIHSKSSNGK
Gli-Sufu block: blocks Gli-Sufu signaling in a luciferase reporter; Sufu-KO-LIGHT fibroblasts, Gli luciferase reporter luminescence; inhibition, % at 5 µM; actives 0.74% (n = 340,000); AID 588413;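 active = inhibition above about 55%, limit read from the data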;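 note: 0% = DMSO-treated cells and 100% = wells with medium but no cells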
CCR6 antag: blocks CCL20-driven beta-arrestin recruitment at human CCR6; CHO-K1 CCR6 PathHunter beta-arrestin, luminescence, CCL20-stimulated; inhibition, % at 20 µM; actives 0.49% (n = 340,000); AID 493098;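 active = compounds whose inhibition of the agonist-driven luminescence signal at 20 µM reaches about 50%, limit read from the data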;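 note: cells stimulated with CCL20 at 14 nM final; plate controls were DMSO with CCL20 for no effect and DMSO without agonist for full effect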
Starred values were filed as active, the others as inactive; . = not tested or not shown. No enrichment for hits (roughly 3% active in at least one column).

SMILES	UBC13 inh	CXCR6 inh	697 NFkB inh	APJ antag	Jurkat NFkB inh	EBI2 antag	Gli-Sufu block	CCR6 antag
CCN(CC(=O)NC1CCS(=O)(=O)C1)S(=O)(=O)c1ccccc1 (stereo unspecified)	-3	-2	-6	4	0	-3	5	-2
CC(C)n1nnnc1SCC(=O)Nc1ccccc1F	6	-2	11	3	20	-7	3	-1
CC(=O)c1c(C)[nH]c(C(=O)OCC(=O)N(C)c2c(N)n(Cc3ccccc3)c(=O)[nH]c2=O)c1C	3	-7	11	-1	1	-7	-6	8
O=C(CSc1nc(=O)n(CCCN2CCOCC2)c2c1CCC2)Nc1ccc(F)cc1F	0	-4	-3	-40	-17	-5	3	4
O=[N+]([O-])c1ccccc1S(=O)(=O)N1CCN(C2CCCC2)CC1	-13	4	6	-19	1	-3	5	6
O=C(Nc1cccc(OC(=O)c2cccnc2)c1)c1cccnc1	4	-16	8	1	8	-2	7	-2
CCn1cc(C(=O)O)c(=O)c2cc(F)c(N3CCN(C(=S)NC(=O)c4cccc(F)c4)CC3)cc21	-20	-10	4	-10	-3	-6	0	9
N#C/C(=C\c1ccc(Cl)cc1)C(=O)Nc1cccnc1	5	-4	7	-9	-7	-1	-5	5
CC1(C)Cc2c(C#N)c(SCCC#N)nc(N3CCOCC3)c2CS1	-3	-8	-2	-6	-3	69*	7	13
COC(=O)C1=C(N)Oc2cc(C)n(CCN3CCOCC3)c(=O)c2C1c1cccnc1 (stereo unspecified)	7	0	2	-6	-15	0	4	7
O=C(NCCN1CCN(Cc2ccccc2)CC1)c1ccc(CS(=O)(=O)c2ccc(Br)cc2)o1	-3	-1	5	22	13	1	-12	-5
O=c1[nH]c2ccc(Cl)cc2c(-c2ccccc2)c1CN1CCOCC1	-36	5	-6	-20	-11	4	2	-1

EBI2 antag: what is marked active above
canonical_smiles,UBC13 inh,CXCR6 inh,697 NFkB inh,APJ antag,Jurkat NFkB inh,EBI2 antag,CCR6 antag
CC1(C)Cc2c(C#N)c(SCCC#N)nc(N3CCOCC3)c2CS1,-3,-8,-2,-6,-3,69*,13

Reprinted at random: three entries already listed
SMILES	UBC13 inh	CXCR6 inh	697 NFkB inh	APJ antag	Jurkat NFkB inh	EBI2 antag	Gli-Sufu block	CCR6 antag
N#C/C(=C\c1ccc(Cl)cc1)C(=O)Nc1cccnc1	5	-4	7	-9	-7	-1	-5	5
COC(=O)C1=C(N)Oc2cc(C)n(CCN3CCOCC3)c(=O)c2C1c1cccnc1 (stereo unspecified)	7	0	2	-6	-15	0	4	7
O=C(NCCN1CCN(Cc2ccccc2)CC1)c1ccc(CS(=O)(=O)c2ccc(Br)cc2)o1	-3	-1	5	22	13	1	-12	-5

The listing picks up, starting 2 compounds before the break.
SMILES	UBC13 inh	CXCR6 inh	697 NFkB inh	APJ antag	Jurkat NFkB inh	EBI2 antag	Gli-Sufu block	CCR6 antag
O=C(NCCN1CCN(Cc2ccccc2)CC1)c1ccc(CS(=O)(=O)c2ccc(Br)cc2)o1	-3	-1	5	22	13	1	-12	-5
O=c1[nH]c2ccc(Cl)cc2c(-c2ccccc2)c1CN1CCOCC1	-36	5	-6	-20	-11	4	2	-1
Cc1ccc(C)c(NC(=O)Cn2cc(C(=O)C3CC3)c3ccccc32)c1	6	7	-6	30	3	-6	16	17
CCSc1nnc(NC(=O)CSc2nc3c(c(=O)n2-c2ccccc2)SCC3)s1	-5	4	7	-7	8	-9	45	-10
CCCCCCSc1nsc(NC(C)=O)n1	4	-1	-68	5	-21	2	5	13
COc1cccc(-c2ccc3ncnc(NCc4cc(C)cs4)c3c2)c1	-7	-2	-11	-4	7	5	7	17
CC1CCC2(CC1)NC(=O)N(CC(=O)NC1(C#N)CCCCC1)C2=O (stereo unspecified)	-3	9	3	9	1	-10	1	2
COC(C(=O)Nc1ccc(NC(=O)C(OC)c2ccccc2)cc1)c1ccccc1 (stereo unspecified)	1	1	4	10	17	-5	0	15
Cc1ccc(S(=O)(=O)CCC(=O)OCC(=O)Nc2ncc(Cl)cc2Cl)cc1	4	-2	-6	6	0	2	3	-7
O=C(CSc1nnc(-c2ccco2)c(-c2ccco2)n1)c1ccccc1	-12	6	-5	-2	0	8	-1	12
COc1ccc(C(=O)NCCCc2ccccc2)cc1OC	-7	1	-4	-2	-8	1	-14	4
COc1cc(CNS(=O)(=O)c2ccc3c(c2)CC(C)N3C(=O)C2CCC2)cc(OC)c1OC (stereo unspecified)	-2	-2	-48	-22	13	17	3	13
CN1CCN(S(=O)(=O)c2ccc(NC(=O)c3ccco3)cc2)CC1	-7	-11	6	-8	-24	-4	-60	-10
CCn1c2ccccc2c2cc(/C=N/O)ccc21	-3	-4	12	10	3	-9	-13	-6
COc1ccc2nc(/C=N/NC(=O)CCCCCNC(=O)OC(C)(C)C)ccc2c1	-1	-9	-151	15	-26	12	-23	7
CC(C)Cc1nc(SCC(=O)N2CCOCC2)c2c(=O)n(C)c(=O)n(C)c2n1	2	5	17	21	18	-1	13	8
CCOC(=O)C1CCCN(S(=O)(=O)c2cn(C)c(=O)n(C)c2=O)C1 (stereo unspecified)	4	-3	3	-2	-9	-9	0	-4
O=S(=O)(Nc1ncccn1)c1ccc(NS(=O)(=O)c2cccc(Cl)c2Cl)cc1	-8	-1	8	-26	-5	-3	-40	9
COc1ccc([N+](=O)[O-])cc1/C=N/NC(=O)c1nonc1N	-23	-8	-8	-9	0	-17	-12	-6
O=C(C[C@H]1C(=O)N(CCc2ccccc2)C[C@@H]1Cc1ccccc1)Nc1ccccc1	6	8	7	-60	13	24	1	24
C[C@@]12CCC=C[C@H]1[C@H](c1ccc3ccccc3c1/C=C/c1ccccc1)N(Cc1ccccc1)C2=O	-3	13	12	18	1	3	25	25
N#Cc1ccccc1Cn1c(=O)n(Cc2ccc(C(=O)NCc3ccco3)cc2)c(=O)c2sccc21	2	-7	16	5	4	7	2	18
COC(=O)c1ccc(CSc2ncnc3sc(C)c(C)c23)o1	9	0	-34	21	-9	-8	10	6
Cc1ccc(NS(=O)(=O)c2ccc3c(c2)CCN3C(=O)CCC(=O)O)cc1Cl	-2	3	19	-3	-6	4	6	7
O=C(OCN1C(=O)c2ccccc2C1=O)c1ccco1	12	10	-5	15	0	-4	-5	-21
CCCCNc1c(-c2ccc(-c3ccc(OC)cc3)c(OC)c2)nc2ccccn12	14	0	-33	4	1	54*	-20	-18
C[C@H](CCC(=O)O)[C@H]1CC[C@H]2[C@@H]3C(=O)C[C@@H]4CC(=O)CC[C@]4(C)[C@H]3CC(=O)[C@]12C	-4	7	-24	13	-7	-1	-19	-5
CC(C)Cc1ccc(CN2CCCC(NC(=O)Cn3cnnn3)C2)cc1 (stereo unspecified)	0	2	-7	2	-4	-8	11	4
CC(=O)Nc1ccc(NC(=O)C(C)OC(=O)CCC(=O)c2ccc(F)cc2)cc1 (stereo unspecified)	-6	-8	2	-12	-1	12	0	10
CC(NC(=O)C1CCCC1)c1ccc2c(c1)OCCO2 (stereo unspecified)	-8	-5	-3	3	7	6	4	34
Cc1ccc(C)n1-n1cnc2sc3c(c2c1=O)CCCCC3	-4	-4	-14	-1	-20	3	-22	9
COC(=O)/C=C/C1=CN(Cc2ccccc2)CCC1=O	-18	-7	3	1	-8	-1	-8	-2
NS(=O)(=O)c1ccc(CNC(=S)NCc2ccc(F)cc2)cc1	-3	0	-53	-43	-4	3	-2	20
Cc1csc(=Nc2cccnc2)n1Cc1ccco1	5	0	1	-1	8	-4	55*	7
CCOC(=O)/C(=N\Nc1ccccc1)c1csc(Nc2ccc(C)cc2)n1	-4	-1	-26	5	-24	-7	6	7
COc1ccc(S(=O)(=O)Nc2cc(C(=O)NC(C)C)ccc2N2CCOCC2)cc1	-5	6	7	10	1	-22	8	-1
CC1=CC2=NCC(O)CN2C=C1 (stereo unspecified)	4	1	14	23	-2	-10	3	-15
CSc1ccc(/C=N/NC(=O)c2sccc2C)cc1	0	1	-187	3	-159	20	-53	5
O=C(C1=NN[C@@H]2C(=O)N(c3cccc(F)c3)C(=O)[C@H]12)C(c1ccccc1)c1ccccc1	0	6	16	-4	-8	8	-7	5
CCC1(c2ccc(F)cc2)NC(=O)N(CC(=O)Nc2ccc(-c3nc4ccc(C)cc4s3)cc2)C1=O (stereo unspecified)	-12	-4	-178	-5	-186	-1	-115	-1
CC1CN(S(=O)(=O)c2ccc(C(=O)Nc3nnc(-c4ccco4)o3)cc2)CC(C)O1 (stereo unspecified)	-28	-3	10	-18	-2	-3	-24	12
O=C(CSc1nccn1-c1ccc(Cl)cc1)Nc1ccc2c(c1)OCO2	0	-4	-9	-15	9	8	.	18
COc1ccccc1NC(=O)COC(=O)C1CCN(/C=C/C(=O)C(F)(F)F)CC1	-16	11	5	-17	-1	5	2	18
CCCCn1c(SCC(=O)NCc2ccco2)nnc1-c1ccco1	-12	0	12	-6	-8	-22	-2	-4
Cc1cc2nc3c(c(C(F)(F)F)n2n1)CCCC3	-6	2	5	-13	-4	-5	-7	14
O=C(COc1ccc(-c2nnco2)cc1)Nc1ccc(C(F)(F)F)cc1	-1	-12	9	-2	3	5	4	7
CCC(C)Sc1ccc([C@H]2N[C@@](Cc3ccccc3)(C(=O)OC)[C@H]3C(=O)N(CC)C(=O)[C@@H]23)cc1 (stereo partly specified)	11	8	3	-58	18	15	16	20
COc1ccccc1NC(=O)c1c[nH]c2ccccc12	3	-12	-27	-6	-55	7	-3	-6
CCN1CCN(c2ccc(NC(=O)c3cccc(OCc4ccccc4)c3)cc2)CC1	15	-2	-57	16	-18	4	5	12
COc1ccc(S(=O)(=O)N2CCC(O)(c3cccnc3)CC2)cc1OC	4	-6	21	12	-4	-16	1	6

Full records, looked up by structure:
COc1ccccc1NC(=O)COC(=O)C1CCN(/C=C/C(=O)C(F)(F)F)CC1 is entered as UBC13 inh: -16; CXCR6 inh: 11; 697 NFkB inh: 5; APJ antag: -17; Jurkat NFkB inh: -1; EBI2 antag: 5; Gli-Sufu block: 2; CCR6 antag: 18
COc1ccc(S(=O)(=O)N2CCC(O)(c3cccnc3)CC2)cc1OC is entered as UBC13 inh: 4; CXCR6 inh: -6; 697 NFkB inh: 21; APJ antag: 12; Jurkat NFkB inh: -4; EBI2 antag: -16; Gli-Sufu block: 1; CCR6 antag: 6

Following part:
SMILES	UBC13 inh	CXCR6 inh	697 NFkB inh	APJ antag	Jurkat NFkB inh	EBI2 antag	Gli-Sufu block	CCR6 antag
N#Cc1c(N)nc2c3c(sc(=N)c2c1N)NC(=O)CC3c1ccccc1Cl (stereo unspecified)	16	9	-51	-3	-12	10	21	27
O=C(NCC(c1ccco1)N1CCc2ccccc21)C(=O)Nc1ccccc1 (stereo unspecified)	1	3	-13	21	3	-1	1	11
CC(=O)NNC(=O)c1cc2c3ccccc3n(C)c2s1	-6	-17	-17	12	13	6	-2	-1
Cc1cc(C)nc(NC(=O)c2cnc3sccn3c2=O)n1	-1	-3	13	-68	-6	-7	3	-14

Screens: PubChem, Sanford-Burnham Center for Chemical Genomics
